Insulin prom up – MIN6 insulin promoter up-regulation; MIN6 insulin promoter-GFP reporter, high-content imaging; stronger effect = higher value; z-score at 5 µM; 190,000 tested, 0.3% active; AID 1625;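 active = z-score above 3 at 5 µM with at least 500 cells counted in the well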
Yfh1-off respiration – enhancers of respiration in Yfh1-depleted yeast, dose response, Friedreich's ataxia, plus single-dose screen (AID 1465); 220,000 tested, 0.074% active; S. cerevisiae Yfh1-off respiration, WST-1 reduction, 72 h; higher fold induction means a stronger effect; fold induction at 50 µM; hits with a dose series show EC50 in µM;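 active = fold induction of absorbance versus untreated yeast above a set limit, then at least 30% activation at any dose in follow-up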;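 note: activators that raise dye reduction in frataxin-depleted yeast; strong numbers were not always called active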
WT yeast gro inh – growth inhibition of WT yeast, mitochondrial fusion screen; mitochondrial fusion phenotypic screen, WT strain; inhibition, % at 10 µM; 190,000 tested, 2.1% active; in the data active = inhibition above about 58%; tested in S. cerevisiae
AID2073 – inhibitors of Mint1-CaV2.2 protein interaction, biochemical, HTRF (AID 2073). HTRF protein-protein interaction, Mint1-CaV2.2; higher % means a stronger effect. one-dose inhibition, % at 20 µM; IC50 in µM for titrated hits. 290,000 tested, 0.19% active; in the data active = inhibition mostly above about 51%, no sharp cut-off; note: some results filed as inactive read as strong as hits
Autophagy mod – modulators of autophagy. 190,000 tested, 0.98% active. calls only at 10 µM (by protocol). MEF GFP-LC3 puncta imaging; test concentration mostly 10 µM;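 active = percentage of spot-positive cells more than 3 SD above its plate mean, without a fluorescence outlier flag or 80% toxicity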;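 note: spot-positive cell cutoff set from DMSO-treated cells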
HIV peptide binding – inhibitors of HIV fusion peptide binding, primary screen, biochemical, uHTS, fluorescence dequenching (AID 1986); cell-free peptide binding, fluorescence dequenching, 30 min; higher % means a stronger effect; inhibition, % at 20 µM, or IC50 in µM where a hit was titrated; 290,000 tested, 0.3% active; in the data active = inhibition mostly above about 52%, no sharp cut-off; inactive = mostly below about 76%; note: some results filed as inactive read as strong as hits
MT stabilize HCS – microtubule stabilizers in HeLa cells | 200,000 tested, 0.83% active | % tubulin-high responders, % at 10 µM | HeLa tubulin immunostaining HCS, 24 h; share of cells brighter than vehicle mean+2SD;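 active = plate Z-score above 3 for both tubulin-high and condensed-nucleus cell shares, with cell loss under 80%, at 10 µM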;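 note: anti alpha tubulin signal scored within the nucleus-defined area of each cell; some results filed as inactive read as strong as hits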
Dynein transport – blocks dynein driven cargo transport along microtubules | 3617.4 mouse cells, GR-EGFP nuclear translocation imaging; test concentration mostly 20 µM; stimulated with dexamethasone, 1 µM; stronger effect = lower value | z-score, hits read low | 220,000 tested, 0.47% active;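 active = plate z-score of nuclear minus cytoplasmic receptor signal below a set negative limit, without overly bright fluorescence or cell loss, cut at about -3.5 in these data, passing the limit was not always enough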;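 note: z-score of nuclear minus cytoplasmic ring GR-EGFP intensity difference per well; some compounds called inactive have numbers as strong as hits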
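Buffer or medium: tet-free, stripped-serum medium; Also added: dexamethasone, 1.0 µM final; Technique: high-content fluorescence imaging after fixation; Times: 48 h induction, 1 h compound, 30 min dex at 37 °C; Read-out: per-cell GR-EGFP intensity, nucleus versus surrounding cytoplasmic ring, well-averaged.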
bCat nuc transl – beta-catenin nuclear translocation modulation. 190,000 tested, 0.3% active. HeLa beta-catenin nuclear translocation, immunofluorescence imaging. nuclear translocation activity, % at 5 µM. AID 1665;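 active = nuclear translocation activity above 50% at 5 µM, with a well cell count of 50 or more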;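 note: per-cell ratio of nuclear to cytoplasmic median beta-catenin stain intensity; plate controls were DMSO negative control for no effect and GSK-3 inhibitor IX positive control for full effect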
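System: HeLa cells, endogenous beta-catenin; compound dosing: 5 µM primary single dose, 0.1% DMSO, 0.02–20 µM confirmation series; incubation: 24 h compound exposure at 37°C, 5% CO2; signal: beta-catenin immunofluorescence imaging with DAPI; evaluation: % activation, nuclear-to-cytoplasmic median beta-catenin signal ratio per cell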
WT yeast gro inh mutant strain – second read-out of WT yeast gro inh, no call of its own (marks repeat the call); inhibition, %; mitochondrial fusion phenotypic screen, mutant strain inhibition
Dynein transport cytoplasmic EGFP – also measured in Dynein transport; calls as there; z-score; measured here: cytoplasmic GR-EGFP intensity; stronger effect = higher value
Dynein transport nuclear GR-EGFP – recorded beside Dynein transport, whose call it bears; z-score; measured here: nuclear GR-EGFP intensity;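 lower value marks the stronger effect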
Dynein transport cell count – also measured in Dynein transport; calls as there; z-score; measured here: cell count per field
Insulin prom up cell count – further read-out of Insulin prom up, marked with its call; cell count; measured here: cytotoxicity, nuclei count;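 total cells summed across four imaged fields per well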
bCat nuc transl cell count 5 µM – recorded beside bCat nuc transl, whose call it bears; cell count; measured here: cell count, cytotoxicity flag
MT stabilize HCS Hoechst-high % – further read-out of MT stabilize HCS, marked with its call; % Hoechst-high responders; measured here: nuclear condensation Hoechst responders;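 share of cells brighter than vehicle mean plus two SD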
MT stabilize HCS cytotoxicity % – second read-out of MT stabilize HCS, no call of its own (marks repeat the call); toxicity, %; measured here: cytotoxicity by cell density;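 0% = mean cell density of plate MIN control wells and 100% = no cells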
Autophagy mod cell loss 18 h – also measured in Autophagy mod; calls as there; toxicity, %; measured here: cell loss, nuclei count;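 cell loss after 18 h compound exposure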
An asterisk follows results filed as active; i = inactive; nt = not tested or not shown. Compounds as they come; overall some 4.2% were active at least once.

Results follow in this order: Insulin prom up	Insulin prom up cell count	Yfh1-off respiration	WT yeast gro inh	WT yeast gro inh mutant strain	AID2073	Autophagy mod	Autophagy mod cell loss 18 h	HIV peptide binding	MT stabilize HCS	MT stabilize HCS Hoechst-high %	MT stabilize HCS cytotoxicity %	Dynein transport	Dynein transport cytoplasmic EGFP	Dynein transport nuclear GR-EGFP	Dynein transport cell count	bCat nuc transl	bCat nuc transl cell count 5 µM
- CSc1ccc(CN2C(=O)NC3(CCCCCCC3)C2=O)cc1
 : 2.27	1343	i	18.9	18.6	-2.7%	i	19.7	-0.3%	2.5	1.7	6.7	-0.774	-0.266	0.333	0.0797	-1.2	1083
- COc1cc(NC(=S)NC(C)=O)ccc1NC(=O)C(C)C
 : 0.23	1530	i	-10.3	2.0	0.1%	i	30.1	-1.2%	6.4	2.4	11.5	0.812	-0.13	-0.0626	0.132	-1.6	867
- O=C(c1ccc2c(c1)OCO2)N1CCC2(CC1)Oc1ccc(F)cc1C(=O)C21CC(c2ccc(Cl)cc2)=NO1 (stereo not drawn)
 : -1.58	957	i	nt	nt	5.8%	nt	nt	-1.6%	nt	nt	nt	-0.299	-0.802	-0.0581	0.4	-1.2	1132
- COC(=O)c1cc(-c2c(C)oc3cc(O)ccc3c2=O)c(C)o1
 : nt	nt	i	-14.7	4.1	28.3%	i	-10.2	-0.6%	1.9	0.4	7.9	-0.692	-0.276	0.272	0.101	0.5	828
- N#CC1=C(N)Oc2c(oc(CO)cc2=O)C1c1cccs1 (stereo not drawn)
 : 0.59	1258	i	0.9	6.2	-4.6%	i	-12.8	0.3%	4.7	2.9	9.1	-0.763	-0.321	-0.123	-0.177	-4.3	997
- CCC(Sc1nc2n[nH]c(C)c2c(=N)n1-c1cc(Cl)ccc1C)C(=O)N1CCOCC1 (stereo not drawn)
 : -1.5	1120	i	-15.6	-10.5	4.7%	i	9.5	-0.5%	2.5	2.1	9.0	-0.144	-0.242	0.519	0.00871	2.3	1121
- COc1ccccc1-n1c(=O)[nH]c2c(C(N)=O)nc(C3CCCCC3)nc21
 : -0.47	913	i	16.1	-0.4	-0.9%	i	4.4	0.4%	2.7	3.7	9.0	-0.232	-0.283	0.0576	0.562	-6.5	1205
- Cc1c(Cl)cccc1NC(=S)Nn1cnnc1
 : 0.33	1282	i	-13.8	18.0	32.3%	i	-3.6	-0.5%	4.3	2.8	7.1	0.626	-0.323	0.565	-0.227	-0.1	1170
- O=C(CSc1nnc(-c2n[nH]c3ccccc23)n1-c1ccccc1)Nc1ccccc1Cl
 : -0.21	1304	i	-11.4	-12.5	0.9%	i	12.1	-0.6%	2.7	1.7	3.5	0.594	-0.125	1.23	-1.38	-2.8	583
- Cc1cccc(NC(=O)CS(=O)(=O)c2cn(CC(=O)N3CCOCC3)c3ccccc23)c1
 : 0.52	1241	i	-7.6	9.1	3.2%	i	17.5	2.6%	1.2	1.5	10.9	-0.598	-0.212	-0.344	0.369	0.0	1060
- Cc1ccccc1OCC(=O)N/N=C1\SCC(=O)N1Cc1ccccc1
 : 0	1328	i	-4.0	-0.8	3.9%	i	7.9	-3.0%	1.9	1.0	2.3	-0.124	-0.125	-0.0379	0.35	-1.9	506
- O=C(Nc1ccc(Cl)cc1)NC1CCCC1Cc1ccco1 (stereo not drawn)
 : 0.01	992	i	-52.6	5.6	-3.7%	i	-8.0	7.1%	2.6	1.5	7.5	-0.199	-0.111	0.227	-0.986	0.7	939
- COc1ccccc1NC(=O)N1CCCC1C(=O)Nc1ccc(NC(C)=O)cc1 (stereo not drawn)
 : -0.94	1351	i	-3.8	-9.4	-2.1%	i	-19.3	1.5%	3.3	1.5	1.8	0.596	-0.263	0.531	-0.372	2.0	700
- CC(C)(C)NC(=O)CSc1nnnn1C(C)(C)C
 : 0.33	1500	i	6.5	-9.0	11.3%	i	-4.0	2.6%	4.5	1.5	7.2	0.695	-0.0918	0.53	-1.1	-1.8	903
- CCn1ncc(/C=C/C(=O)NCc2cn(C)nc2C)c1C
 : -0.39	1667	i	-7.5	-13.6	4.3%	i	12.6	-2.3%	3.0	2.6	4.7	0.245	-0.232	0.75	-0.174	3.3	1267
- O=C(COc1nc2ccccc2nc1N1CCOCC1)N1CCc2ccccc21
 : 0.2	1034	i	4.5	3.5	1.9%	i	-15.4	-0.4%	1.1	2.2	8.1	-0.0503	-0.00138	0.0251	0.142	-6.5	818
- CCN(CC)C(=O)CSc1ncnc2c1nnn2-c1ccc(F)cc1
 : -0.15	1622	i	-4.4	-9.6	1.0%	i	20.0	-0.2%	2.9	2.3	13.7	2.21	0.0367	2.33	-3.11	-0.9	952
- CCCOc1ccc(C(=O)Nc2ccc(S(=O)(=O)Nc3onc(C)c3C)cc2)cc1
 : nt	nt	i	1.8	11.1	-7.7%	i	13.2	11.2%	1.2	1.5	6.7	-0.413	-0.221	-0.0887	0.362	4.0	521
- CCOC(=O)N/N=C\c1sccc1C
 : nt	nt	i	0.1	-4.3	-0.5%	i	3.7	0.0%	1.8	2.4	0.8	-0.172	-0.219	-0.0961	1.6	1.2	1140
- C=CCN1C2CCCC1CC(NC(=S)Nc1cccc(OC)c1)C2 (stereo not drawn)
 : -0.47	1444	i	-6.2	-13.6	1.1%	i	-19.9	-0.7%	2.8	1.6	10.3	0.587	-0.272	0.663	-0.706	0.7	1490

Remaining list, next part:
Results follow in this order: Insulin prom up	Insulin prom up cell count	Yfh1-off respiration	WT yeast gro inh	WT yeast gro inh mutant strain	AID2073	Autophagy mod	Autophagy mod cell loss 18 h	HIV peptide binding	MT stabilize HCS	MT stabilize HCS Hoechst-high %	MT stabilize HCS cytotoxicity %	Dynein transport	Dynein transport cytoplasmic EGFP	Dynein transport nuclear GR-EGFP	Dynein transport cell count	bCat nuc transl	bCat nuc transl cell count 5 µM
- COc1cc(C(=O)NCCC2=CCCCC2)cc(OC)c1OC
 : -0.93	1379	i	22.1	3.8	-1.7%	i	-7.2	-1.2%	3.2	2.4	8.5	0.375	-0.19	0.653	0.0689	-0.4	715
- Cc1ccc(Oc2nnc(-c3cccs3)c3ccccc23)cc1
 : 0.43	1308	i	-8.0	-22.1	3.3%	i	-4.7	0.6%	2.2	2.7	3.1	-0.4	-0.3	-0.426	0.389	-0.3	945
- O=C1CNC(=O)N1CC(O)Cn1c2ccccc2c2ccccc21 (stereo not drawn)
 : -0.13	1703	i	-6.3	7.6	2.0%	i	5.6	0.9%	4.6	1.8	1.6	0.321	-0.305	0.651	0.0302	-1.7	1132
- CCOC(=O)C1=C(CN2CCN(CCC#N)CC2)NC(=O)NC1c1ccc2c(c1)OCO2 (stereo not drawn)
 : 0.89	1089	i	-22.2	7.5	4.4%	i	-2.8	-0.5%	2.2	2.6	3.7	0.0878	-0.353	-0.00245	-0.623	0.0	1146
- O=C(Oc1ccc2c3c(c(=O)oc2c1)CCC3)c1ccco1
 : -0.25	949	i	5.3	7.0	6.4%	i	-2.0	-2.7%	1.6	2.2	4.7	-0.675	0.161	0.032	0.0921	0.5	1212
- Cc1ccc(-c2nnc(N3CCN(S(C)(=O)=O)CC3)c3ccccc23)cc1
 : -1.83	1039	i	-3.5	4.6	-4.2%	i	-7.5	-0.9%	3.6	2.3	9.8	0.984	-0.167	0.958	0.195	nt	nt
- CNS(=O)(=O)c1cccc(C(=O)OCC(=O)N2CCc3ccccc3C2)c1
 : 0.21	910	i	11.3	14.0	9.3%	i	-11.9	9.2%	1.0	1.5	5.8	0.615	-0.114	0.724	-0.565	nt	nt
- Cc1nc(CS(=O)(=O)c2ccccc2)cc(Sc2ccccc2Cl)n1
 : -0.15	1900	i	-5.7	2.2	9.5%	i	-13.5	-0.7%	4.0	1.7	5.6	-0.208	-0.171	-0.272	-1.07	-0.4	1066
- Cc1cc(SC(C)C(=O)Nc2ncc(Cl)cc2Cl)nc2ccccc12 (stereo not drawn)
 : -0.73	1379	i	10.2	5.2	-0.1%	i	-1.6	3.0%	2.5	2.6	6.0	0.282	-0.164	1.37	-1.61	nt	nt
- CC(C)(C)NC(=O)C(c1cccnc1)N(C(=O)c1ccc(Cl)nc1)C1CCCC1 (stereo not drawn)
 : 1.31	1371	i	-6.3	-7.5	-10.7%	i	14.9	-0.9%	1.2	1.2	2.7	-1.01	-0.323	-0.644	1.14	0.0	1583
- O=C(O)CC(C(=O)Nc1ccc(F)cc1)C1CCCO1 (stereo not drawn)
 : 0.08	1114	i	nt	nt	-6.9%	nt	nt	1.4%	nt	nt	nt	0.612	-0.235	0.528	-0.463	0.3	1366

Screens: PubChem BioAssay, several laboratories
